Screening results (PubChem BioAssay)
M1 ag = agonists of human M1 muscarinic receptor. P11229. CHO-K1 hM1, Fluo-8 calcium fluorescence, agonist mode; 0% DMSO, 100% acetylcholine EC100. activation, % at 3 µM. actives 0.33% (n = 360,000);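 active = activation above the run's mean compound activation plus 3 SD, cut at about 16% in these data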;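 also: peak over basal fluorescence ratio within a 140 s kinetic read after compound addition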
Target sequence (P11229 whole entry, looked up): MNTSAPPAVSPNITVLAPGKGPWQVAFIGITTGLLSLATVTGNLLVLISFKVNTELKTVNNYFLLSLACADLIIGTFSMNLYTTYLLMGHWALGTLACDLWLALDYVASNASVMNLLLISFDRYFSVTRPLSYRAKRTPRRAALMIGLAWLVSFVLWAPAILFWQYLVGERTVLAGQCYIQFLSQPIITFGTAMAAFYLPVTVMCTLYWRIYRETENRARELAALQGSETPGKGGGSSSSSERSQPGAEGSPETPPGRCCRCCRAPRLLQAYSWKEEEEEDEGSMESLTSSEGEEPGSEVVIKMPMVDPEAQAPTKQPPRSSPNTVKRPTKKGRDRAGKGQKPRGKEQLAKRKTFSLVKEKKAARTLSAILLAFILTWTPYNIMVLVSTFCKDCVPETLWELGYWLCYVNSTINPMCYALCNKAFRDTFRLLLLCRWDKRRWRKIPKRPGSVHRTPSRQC
TAAR1 ag = agonists of human TAAR1; actives 0.99% (n = 360,000); AID 624467; Q96RJ0; CHO RD-HGA16 TAAR1, Fluo-8 calcium fluorescence; vehicle wells 0%, saturating PEA agonist 100%; activation, % at 3 µM;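 active = activation above the mean activation of all test compounds in the run plus 3 SD, cut at about 38% in these data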
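test system = CHO RD-HGA16 cells carrying human TAAR1 plus Gα16 | schedule = 17-24 h seeding, 75 min 37 °C dye, 30 min RT | compound dosing = 3 µM single concentration | control set = DMSO and PEA EC100 | replicates = n 1 | signal = Fluo-8 fluorescence, 5 s baseline then 140 s kinetic read | measure = percent activation vs PEA EC100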
M1 PAM = positive allosteric modulators of human M1 muscarinic receptor; activation, % at 3 µM; AID 588819; CHO-K1 hM1, Fluo-8 calcium fluorescence, ACh EC20; 0% = ACh EC20, 100% = maximal ACh; P11229; actives 0.088% (n = 360,000); in the data active = activation above about 19%, passing the limit was not always enough
M4 ag = CHRM4 agonism in calcium assay. P08173. CHO-K1 hM4/Gqi5, Fluo-8 calcium fluorescence; vehicle 0%, full acetylcholine response 100%. activation, % at 3 µM. actives 0.14% (n = 360,000). AID 624127;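 active = activation above the run mean over all test wells plus 3 SD, cut at about 32% in these data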;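 also: peak over basal fluorescence ratio per well then scaled between controls; 0% = DMSO wells and 100% = acetylcholine at EC100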
Target sequence (P08173 whole entry, looked up): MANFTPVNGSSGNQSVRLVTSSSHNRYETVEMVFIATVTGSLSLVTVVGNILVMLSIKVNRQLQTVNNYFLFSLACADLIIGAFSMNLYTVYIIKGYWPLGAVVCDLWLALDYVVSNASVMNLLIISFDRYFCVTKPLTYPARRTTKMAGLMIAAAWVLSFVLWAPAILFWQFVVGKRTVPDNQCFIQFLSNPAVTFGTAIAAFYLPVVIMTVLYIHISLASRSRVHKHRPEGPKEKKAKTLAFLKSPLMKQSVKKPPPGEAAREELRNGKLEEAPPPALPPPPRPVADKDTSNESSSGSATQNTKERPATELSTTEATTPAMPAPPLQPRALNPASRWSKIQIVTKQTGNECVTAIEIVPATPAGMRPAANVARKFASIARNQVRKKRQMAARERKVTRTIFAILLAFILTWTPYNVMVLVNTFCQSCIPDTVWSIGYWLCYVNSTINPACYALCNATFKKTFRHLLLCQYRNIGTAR
CHRM4 antagonist = antagonists of human muscarinic M4 receptor (CHRM4); P08173; CHO-hM4 cells, ACh EC80, Fluo-8 calcium fluorescence; inhibition, % at 3 µM; actives 0.73% (n = 360,000);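 active = inhibition above its plate's cutoff, the mean inhibition of sample wells plus 3 SD, cut at about 27% in these data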;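 also: 0% = acetylcholine EC80 with DMSO and 100% = DMSO without agonist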
M1 antag = blocks human M1 muscarinic receptor; P11229; CHO-K1 hM1, Fluo-8 calcium fluorescence, ACh EC80 antagonist; inhibition, % at 3 µM; actives 1.3% (n = 360,000); AID 588852;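 active = percent inhibition above its own plate's cutoff, namely the mean of that plate's compound wells plus 3 SD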;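 also: peak over basal fluorescence ratio during 140 s after agonist addition; 0% = ACh EC80 plus DMSO and 100% = DMSO alone without agonist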
CHRM5 PAM = CHRM5 positive allosteric modulation; P08912; CHO-K1 hM5, Fluo-8 calcium, ACh EC20 PAM; 0% = ACh EC20, 100% = ACh EC100; activation, % at 3 µM; actives 0.3% (n = 360,000); AID 624038;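 active = activation above the run cutoff, the mean activation of all test compounds plus 3 SD, cut at about 18% in these data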
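Assay system: CHO-K1 hM5 cells. Also added: acetylcholine at EC20 concentration, added after compound. Dosing: 3 µM, single dose. Times: compound preincubation 140 s before EC20 acetylcholine addition. Signal: Fluo-8 calcium fluorescence. Measure: % activation relative to EC20 and EC100 ACh responses. Repeats: singlicate, one well per test compound.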
CHRM5 agonist = agonists of human muscarinic M5 receptor (CHRM5); P08912; CHO-K1 hM5 cells, Fluo-8 calcium fluorescence; 0% DMSO wells, 100% maximal acetylcholine response; activation, % at 3 µM; actives 0.19% (n = 360,000); AID 624037;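 active = activation above the run's mean over test compounds plus 3 SD, cut at about 23% in these data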;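 also: signal is peak over basal fluorescence ratio across the kinetic read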
CHRM5 antagonist = CHRM5 antagonism in calcium assay. CHO-hM5 cells, Fluo-8 calcium fluorescence, ACh EC80. inhibition, % at 3 µM. actives 0.59% (n = 360,000);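 active = inhibition above a per-plate cutoff, the mean of that plate's test compounds plus 3 SD, cut at about 27% in these data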;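 also: 0% = acetylcholine EC80 with DMSO and 100% = DMSO without agonist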
* = called active by the depositor; · = not tested or not shown.

SMILES	M1 ag	TAAR1 ag	M1 PAM	M4 ag	CHRM4 antagonist	M1 antag	CHRM5 PAM	CHRM5 agonist	CHRM5 antagonist
CC(C)NC(=S)N/N=C/c1ccc2c(c1)OCCO2	-2	9	-3	1	11	13	-6	2	6
COc1ccc(CNC(=O)c2cc(-c3cccs3)on2)cc1	-3	12	2	0	-10	-2	-1	0	-4
COc1ccc(CNC(=O)Cc2c[nH]c3ccccc23)cc1OC	-4	3	7	2	-3	-8	0	-1	0
O=C(c1cnn2c(C(F)(F)F)cc(-c3cccs3)nc12)N1CCOCC1	-4	1	-5	5	0	7	0	0	-1
O=C1CCCC2=C1C(c1ccc(O)cc1)c1c(ccc3ccccc13)N2 (stereo unspecified)	-4	1	-3	1	12	7	6	-1	2
CCN(C(=O)COC(=O)[C@H](C)N=C1NS(=O)(=O)c2ccccc21)C1CCS(=O)(=O)C1 (stereo partly specified)	-6	1	-3	0	-3	12	-2	0	5
COc1ccc(NC(=O)CSCC(=O)N2c3ccccc3CCc3ccccc32)cc1	-10	-2	7	0	-7	-7	-3	-4	4
O=C(NCc1ccc(-c2csnn2)cc1)C1CC1	-2	0	0	1	9	-1	-3	-3	8
Cc1nc(SCC(=O)N2CCCCCC2)c2c(=O)n(C)c(=O)n(CC(C)C)c2n1	-4	6	-7	5	-6	-4	-2	-2	-4
Cc1ccc(-c2nnc3cccc(Cl)n23)cc1	-4	2	1	0	-8	1	6	-2	4
CCOC(=O)c1cnc2ccccc2c1NCCO	-9	7	-14	0	0	9	-10	-12	0
Cc1ccc(C(=O)OCC(=O)Nc2cc(C(C)(C)C)nn2-c2ccccc2)c(O)c1	-3	2	3	1	-5	-6	-4	-3	8
Cc1cc(NC(=O)c2cnn3cccnc23)no1	-3	-2	-3	3	-1	5	3	2	5
O=C(CCN1C(=O)S/C(=C\c2ccccc2)C1=O)Nc1ccc(O)cc1C(=O)O	-1	0	12	-1	3	-10	0	0	1
COc1ccc(C(CNC(=O)CNC(=O)c2ccccc2)N2CCCC2)cc1 (stereo unspecified)	-5	0	12	0	0	-16	11	-2	-4
Cc1ccc(C)n1-n1cnc2sc3c(c2c1=O)CCC3	-6	8	7	0	-14	-11	4	-2	-8
CCOC(=O)c1ccc(NC(=O)COc2ccc(S(=O)(=O)NC(C)(C)C)cc2)cc1	0	13	1	1	-2	4	-5	-1	-2
CCCCC(Br)C(=O)Nc1ccc(S(=O)(=O)Nc2cc(C)nc(C)n2)cc1 (stereo unspecified)	-6	6	8	2	-15	-3	4	-4	-3
CC(C)(C)n1nnnc1C(c1ccc(F)cc1)N1CCN(Cc2ccc3c(c2)OCO3)CC1 (stereo unspecified)	-4	-1	-3	1	-5	11	-24	-17	6
Cc1ccc(NC(=O)c2cc(-c3cc(Cl)ccc3C)n[nH]2)cc1NS(C)(=O)=O	-2	7	-3	10	5	-4	-5	-1	10
Cc1cccc(C)c1NC(=S)N/N=C/c1ccccc1C(=O)O	-1	0	8	0	-12	-10	8	2	-5
CCC(C)NC(=O)C1CCC(=O)N(c2cc(OC)c(OC)c(OC)c2)C1c1ccc(OC)cc1 (stereo unspecified)	-2	1	4	1	5	-9	3	-2	-4
Cc1cc(NC(=O)CN2C(=O)NC3(CCCCCC3)C2=O)ccc1Br	-2	28	-4	1	11	7	-2	2	7
CCc1ccc(N2CSC3=C(C#N)C(c4cccs4)CC(=O)N3C2)cc1 (stereo unspecified)	-7	·	7	0	7	-4	-3	-1	0
Cc1ccccc1-c1nc(CN2CCSCC2)c(C)o1	-3	8	8	0	0	-9	-5	0	14
Next part
SMILES	M1 ag	TAAR1 ag	M1 PAM	M4 ag	CHRM4 antagonist	M1 antag	CHRM5 PAM	CHRM5 agonist	CHRM5 antagonist
Cc1cccc(S(=O)(=O)N(C)C[C@H]2OCc3cn(nn3)CCCC(=O)N([C@H](C)CO)C[C@@H]2C)c1	-6	1	-5	1	0	5	6	0	-11
Cc1ccc(NC(=O)CN(C)C(=S)NC2CC2)cc1	-7	1	9	1	3	-2	7	1	0
CCOC(=O)c1cc(-c2cccs2)nn1CCC#N	-3	11	6	0	1	-18	14	3	-7
CCCCCC(=O)NC(=S)Nc1ccccc1C(=O)OC	-3	5	6	-1	-1	-17	-8	-5	7
CCCCC(=O)N(C)c1c(CC)nc2c(OCc3ccc(C(F)(F)F)cc3)cccn12	-9	-2	-9	-1	-13	-6	-13	-3	3
N#Cc1ccccc1/C=N/Nc1nc(-c2ccccc2)c2cc(Cl)ccc2n1	-2	5	-2	1	0	-10	0	-1	1
COC(=O)CNC(=O)C1CCCN1C(=O)CNC(=O)OC(C)(C)C (stereo unspecified)	-4	1	0	3	-2	-4	5	0	-1
COc1ccccc1CNC(=O)C1CC(c2cccc([N+](=O)[O-])c2)=NO1 (stereo unspecified)	0	8	12	2	6	-10	-4	1	12
CCCNC(=O)C1(C)CCN(Cc2cc3ccccc3o2)C1 (stereo unspecified)	-2	1	18	1	-16	-19	-6	-3	5
Oc1ccc(Br)cc1/C=N/n1c(-c2ccccc2)n[nH]c1=S	-1	-1	6	0	2	-3	1	2	7
O=C(NCc1nnnn1-c1ccc(F)c(F)c1)c1ccc2c(c1)OCO2	-6	-1	7	1	-1	-6	1	-5	-1
COc1c(C)cc(S(=O)(=O)NCc2ccco2)c(C)c1C	-3	1	4	2	1	-1	-2	-2	6
O=C(Nc1ccc(N2CCOCC2)cc1)C1=NN(c2ccccc2)C(=O)CC1	-4	1	0	3	-15	-3	-7	-1	-9
COC(=O)C1=C(C)Nc2nnnn2C1c1cc(OC)ccc1OC (stereo unspecified)	-5	8	0	2	19	4	-1	1	4
CN(CC(=O)Nc1ccc(Cl)cc1)C(=O)c1cc(-c2cccs2)nn1-c1ccccc1	-4	3	-8	0	-3	12	0	3	-2
Cc1ccc(-c2nc3ccccc3s2)cc1S(=O)(=O)N1CCOCC1	-5	11	4	0	5	1	-9	-4	7
NC(=O)c1ccc(NC(=O)CNC(=O)c2sc3ccccc3c2Cl)cc1	1	5	6	2	1	4	-7	2	6
CCN(C(=O)c1cnc(N2CCN(c3ncccn3)CC2)c2ccccc12)c1cccc(Cl)c1	-2	13	-2	19	5	-12	-7	-1	-5
CCCC(O)(c1ccc(Cl)cc1)C(CN1CCOCC1)c1ccc(Cl)cc1 (stereo unspecified)	-7	19	-4	-1	5	6	-11	-10	-1
FC(F)(F)c1ccc(Cl)c(N/N=C/c2ccc(N3CCOCC3)s2)c1	-12	-1	5	0	-1	-14	1	-4	0
Cc1ccc2nc(-c3cccc(Br)c3)c(Cc3ccccc3)n2c1	0	0	10	-1	-7	-31	-6	-1	10
O=C(c1ccc(Cn2cc([N+](=O)[O-])cn2)o1)N1N=C(C(F)F)CC1(O)C(F)F (stereo unspecified)	-4	·	9	5	-10	-16	-7	-2	2
Nc1cc(C(=O)OCC(=O)N2CCN(C(=O)COC(=O)c3ccc(Cl)c(N)c3)CC2)ccc1Cl	-3	1	6	0	4	-5	0	0	5
COc1ccc(NC(=S)N(Cc2ccc(N(C)C)cc2)Cc2ccco2)cc1	-7	-2	2	0	-13	-1	0	-1	0
CC(C)(C)OC(=O)NCCC(=O)N/N=C/c1ccc2nccnc2c1	-4	6	-1	0	10	6	1	2	-2

Two entries from above, with bars between the fields:
Molecule | M1 ag | TAAR1 ag | M1 PAM | M4 ag | CHRM4 antagonist | M1 antag | CHRM5 PAM | CHRM5 agonist | CHRM5 antagonist
CCc1ccc(N2CSC3=C(C#N)C(c4cccs4)CC(=O)N3C2)cc1 (stereo unspecified) | -7 | · | 7 | 0 | 7 | -4 | -3 | -1 | 0
CCOC(=O)c1cc(-c2cccs2)nn1CCC#N | -3 | 11 | 6 | 0 | 1 | -18 | 14 | 3 | -7

The listing continues:
SMILES	M1 ag	TAAR1 ag	M1 PAM	M4 ag	CHRM4 antagonist	M1 antag	CHRM5 PAM	CHRM5 agonist	CHRM5 antagonist
COc1cccc(Cn2nnc(C(=O)Nc3ccc(C)cc3)c2N)c1	-4	-2	-7	-1	2	6	-2	0	4
CCN1CC(C)(C)N(C(=O)c2ccccc2)CC1(C)C	-8	2	-7	3	2	2	-4	-6	4
Cc1c(/C=N/NC(=O)COc2ccccc2[N+](=O)[O-])c2ccccc2n1C	-7	6	7	1	8	-1	5	-5	-3
CCN(C=NC1=NN(c2cccc(C(F)(F)F)c2)CC1)CC	-2	-1	3	1	-4	-7	-2	-1	1
Clc1cccc(C2Nc3cccc4cccc(c34)N2)c1Cl	0	-3	1	3	7	-1	-1	-1	11
COc1cccc(NC(=O)CN(C)C(=O)c2cccc(NS(=O)(=O)c3ccccc3)c2)c1	-7	0	4	1	6	-6	-1	0	6
CN(C)CCNC(=O)CN1C(=O)CSc2ccc(S(=O)(=O)N3CCCCC3)cc21	-3	2	5	0	2	-6	-6	-4	19
COCCn1nnnc1C(c1ccc(OC)cc1OC)N1CCN(c2ccccc2)CC1 (stereo unspecified)	-5	8	6	1	-2	-8	-1	-4	-3
COc1ccc(C(=O)Nn2c(CC(C)C)nc3cc(Cl)ccc3c2=O)c(OC)c1	-2	-3	4	0	-3	-6	6	-3	5
CCC(C)c1ccccc1NC(=S)NC(=O)c1ccco1 (stereo unspecified)	-5	2	1	2	4	-1	3	-4	-8
Cc1cccc(C(=O)Nc2cccc(C(=O)N/N=C/c3ccc4c(c3)OCO4)c2)c1	-4	6	2	9	10	-4	-6	-3	14
CCOc1cc(C2NC(=O)c3ccccc3O2)ccc1OC(C)C (stereo unspecified)	0	10	13	0	-7	-10	-3	-2	9
CNC(=O)C(=O)Nc1cc2c3c(c1)CCC(=O)N3CCC2	0	1	12	0	1	-19	4	0	-12
COc1ccc(Cc2nc3ccc(C(=O)NC(C)c4cnn(C)c4)cc3o2)cc1 (stereo unspecified)	-1	2	12	0	-3	-10	2	-2	-9
COc1ccc(C(=O)Cc2ccccc2C(=O)O)cc1	-1	3	17	1	-20	-26	-7	0	4
COc1ccc(NC(=O)C2CCCO2)cc1OC (stereo unspecified)	-3	10	-6	-1	-3	13	-1	5	10
O=C(c1cnc(-c2ccccc2)s1)c1ccc(Cl)cc1Cl	-5	3	-1	-2	-1	-7	-3	-1	0
COc1ccc(/C=C/C(=O)NC(=S)Nc2ccc(S(=O)(=O)Nc3ccc(OC)nn3)cc2)cc1	-5	7	-3	2	-9	-2	-3	-4	3
COc1ccc(CN2C[C@@H](CO)O[C@@H](n3cnc4c(N5CCN(CCO)CC5)ncnc43)C2)cc1	-6	2	8	0	-2	-11	1	1	1
Cc1ccc(S(=O)(=O)Nc2cccc(-c3ccc4nnc(C)n4n3)c2)s1	-9	8	2	2	-3	-5	-4	1	-6

An excerpt from above in order of the CHRM5 antagonist value, highest first.
SMILES	M1 ag	M1 PAM	M4 ag	CHRM4 antagonist	M1 antag	CHRM5 PAM	CHRM5 agonist	CHRM5 antagonist
CN(C)CCNC(=O)CN1C(=O)CSc2ccc(S(=O)(=O)N3CCCCC3)cc21	-3	5	0	2	-6	-6	-4	19
Cc1cccc(C(=O)Nc2cccc(C(=O)N/N=C/c3ccc4c(c3)OCO4)c2)c1	-4	2	9	10	-4	-6	-3	14
CCC(C)c1ccccc1NC(=S)NC(=O)c1ccco1 (stereo unspecified)	-5	1	2	4	-1	3	-4	-8

The list is partial; count on the stated rates, not on these rows.
